Shiga inhibitor = inhibitors of Shiga toxin in Vero cells; inhibition, % at 38.7 µM; Vero cells, Shiga toxin protein synthesis inhibition reporter; actives 9.2% (n = 290,000); in the data active = inhibition mostly above about 28%, no sharp cut-off; inactive = mostly below about 43%; also: 0% is about no effect
TbPYK inhibitor = T. brucei pyruvate kinase inhibition; TbPYK enzyme, Kinase-Glo Plus ATP luminescence, 45 min; Q57TT1; Potency, µM (titrated, usually from 76.8 µM), for inactives: at the top dose activity, negative = inhibition, usual class: inhibitors; actives 0.12% (n = 410,000); also: potency is read from the fitted curve at half-maximal effect; % is scaled to controls: 0 for no effect and ±100 for the full control effect; nearly all actives have a fitted effect of over 50% in size
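Luminescent Kinase-Glo Plus end-point after 45 min room-temperature reaction of T. brucei pyruvate kinase started with 130 uM ADP (final). Buffer TEA 50 mM pH 7.2 with KCl, MgCl2, BSA, Tween-20; titration-based qHTS with fitted concentration-effect curves.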
Pf growth 48h = P. falciparum growth inhibition at 48 hours (one generation); actives 5.9% (n = 310,000); Potency, µM (series often up to 28.7 µM), without a hit: top-dose activity change, negative = inhibition, hits mostly inhibitors; AID 504832; P. falciparum luciferase growth in erythrocytes, 48 h; also: potency is read from the fitted curve at half-maximal effect; % is scaled to controls: 0 for no effect and ±100 for the full control effect
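First compound was added to culture medium, then infected red cells at 0.1% parasitemia and 2% hematocrit (final). After incubation at 37 C under 5% CO2, luciferase detection reagent was dispensed and light output recorded.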
AMA1-RON2 inh = inhibitors of Plasmodium falciparum AMA1-RON2 interaction; AlphaScreen AMA1-biotinylated RON2 peptide binding; Potency, µM (highest dose often 58.2 µM), without a hit: at the highest dose activity change, negative = inhibition, usual class: inhibitors; actives 0.2% (n = 360,000); AID 720542;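 also: potency is read from the fitted curve at half-maximal effect; 0% = vehicle wells and -100% = peptide control; nearly all actives have a fitted effect of over 45% in size; some results filed as inactive show a strong effect at the top dose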
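AMA1 (3D7) with his tag at 25 nM final met compounds first, then biotinylated RON2 peptide at 25 nM; detection used donor plus acceptor beads, 10 µg/mL apiece, read by AlphaScreen after 30 min at room temperature.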
LmPK inh = blocks Leishmania mexicana pyruvate kinase activity; Q27686; purified LmPK, Kinase-Glo ATP luminescence, 1 h; Potency, µM (doses to about 57.5 µM), inactives show at the top dose activity change, negative = inhibition, actives largely listed as inhibitors; actives 0.37% (n = 290,000); AID 1721; also: potency is read from the fitted curve at half-maximal effect; % is scaled to controls: 0 for no effect and ±100 for the full control effect
Target sequence (Q27686 whole entry, looked up): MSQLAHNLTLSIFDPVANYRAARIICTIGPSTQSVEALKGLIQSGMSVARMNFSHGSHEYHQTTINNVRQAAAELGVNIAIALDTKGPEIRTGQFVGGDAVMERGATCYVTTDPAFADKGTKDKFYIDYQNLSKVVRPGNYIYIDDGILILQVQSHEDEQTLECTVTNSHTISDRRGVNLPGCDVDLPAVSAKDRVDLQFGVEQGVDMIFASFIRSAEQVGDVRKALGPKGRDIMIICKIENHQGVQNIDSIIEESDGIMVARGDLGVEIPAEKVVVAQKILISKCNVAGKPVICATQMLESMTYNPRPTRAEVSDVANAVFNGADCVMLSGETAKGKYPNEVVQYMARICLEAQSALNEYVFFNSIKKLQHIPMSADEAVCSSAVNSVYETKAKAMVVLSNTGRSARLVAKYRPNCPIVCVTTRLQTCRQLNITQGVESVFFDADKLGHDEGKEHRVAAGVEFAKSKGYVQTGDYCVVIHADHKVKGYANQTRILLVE
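Screened at intermediate enzyme activity to detect both inhibitors and activators: LmPK at 0.1 nM, with a 0.5 nM enzyme column as activation reference. PEP 0.5 mM, ADP 0.1 mM; ATP detected by luminescence after 1 h.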
Pf growth 96h = P. falciparum growth inhibition at 96 hours; Potency, µM (highest dose often 28.7 µM), without a hit: at the highest dose activity change, negative = inhibition, actives largely listed as inhibitors; actives 6.9% (n = 320,000); P. falciparum luciferase reporter growth, 96 h; also: potency is read from the fitted curve at half-maximal effect; % is scaled to controls: 0 for no effect and ±100 for the full control effect
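Luminescence readout: decreased luciferase signal marks inhibited growth of reporter-expressing P. falciparum in infected red cells (2% hematocrit, 0.05% parasitemia final), exposed to compound two generations (96 h, 37 C, 5% CO2).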
CHX counter = counter-screen hit for Shiga toxin inhibitors, cycloheximide; cell reporter, cycloheximide protein synthesis inhibition counterscreen; max response, %; actives 12% (n = 300,000); in the data active = max response mostly above about 13%, no sharp cut-off; inactive = mostly below about 14%; also: read at 38.3 µM for the half of the compounds with a filed dose; 0% is about no effect
Starred values were filed as active, the others as inactive; ? = inconclusive; nt = no result given; [ ] = another dose, or the depositor's remark. Unless noted, calls follow the shape of the dose curve; as a rule, active = well fitted curve in the direction sought with a large enough effect; inconclusive = small, poorly fitted or top-dose-only effect, or another doubt; inactive = no such curve, though single readings can be large; an effect the other way counts as inactive or inconclusive.

SMILES	Shiga inhibitor	TbPYK inhibitor	Pf growth 48h	AMA1-RON2 inh	LmPK inh	Pf growth 96h	CHX counter
CN(CC(=O)Nc1ccccc1C(F)(F)F)C(=O)c1cccc(-n2cccc2)c1	nt	-12%	-4%	?	nt	-1%	nt
COc1ccc(N2C(=O)C3CC(C)=C(C)CC3C2=O)c(OC)c1 (centres undefined)	-9	-1%	nt	4%	-3%	22%	-3
CC(=O)Nc1ccc(S(=O)(=O)Nc2ccc(-c3ccc4nnc(C)n4n3)cc2)cc1	-10	-1%	13%	-2%	11%	-9%	-2
Cc1ccc2c(c1)C(=O)CC1(CCCCCC1)O2	3	5%	54%[activator]	2%	-3%	80%[activator]	1
CC(C)(C)OC(=O)N[C@H](C(=O)OC(C)(C)C)c1ccc2c(c1)OCO2	nt	-2%	12µM*	?	nt	?	nt
CCCOC(=O)CCCCCCCCC(O)CN1CCCCC1 (centres undefined)	-3	4%	81%[activator]	-4%	-19%	?	-2
CC(C)(C)c1ccc(OC(=O)CN2C(=O)C3C4CCC(C4)C3C2=O)cc1 (centres undefined)	18	-11%	33%[activator]	-8%	4%	-30%	2
Cc1[nH]c2ccccc2c1CCC(N)=O	-15	-12%	1%	-6%	3%	17%	-2
COCCNC(=O)c1c(C)cc(C)cc1C	-9	-1%	6%	20%	-1%	4%	-3
CCCCOc1ccc(CSc2nncn2N)cc1	65*	-4%	102%[activator]	9%	-2%	nt	31*
O=c1cc2oc3cc(O)c(O)cc3c(-c3ccccc3O)c-2cc1O	-5	-20%	4.1µM*	1.1µM*	-21%	3.7µM*	8
Cc1ccc(N(C)C(=O)c2cnn(-c3ccccc3)c2C)c(C)c1	nt	-9%	5.2µM*	2%	1%	5.2µM*	-1
COc1ccccc1N1CCN(Cc2ccco2)CC1	26	33%[activator]	2.3µM*	?	0%	-1%[5.75 µM]	16
CCNC(=O)N1CCNC(=O)C1CC(=O)Nc1ccc(C(=O)OCC)cc1 (centres undefined)	2	-5%	143%[activator]	13%	-7%	nt	15
CCOc1nnc(C)c2c(C)n(-c3ccc(Cl)cc3)nc12	-3	-1%	?	-14%	0%	-12%	-3
S=c1[nH]nc(-c2ccncc2)n1CC1CCCO1 (centres undefined)	-20	-30%	3%	-5%	0%	20%	-4
Cc1ccc(N2CC(C(=O)N/N=C/c3sccc3C)CC2=O)cc1 (centres undefined)	21	-10%	47%[activator]	-14%	4%	52%[activator]	-1
Cc1ccnc(NC(=O)c2ccc(Br)s2)c1	90*	0%	140%[activator]	5%	?	227%[activator]	70*
O=C1CC(c2ccc(F)cc2)CC(O)=C1C=NCCN1CCN(C(=O)Nc2ccccc2)CC1 (centres undefined)	10	5%	nt	25%	-1%	-11%	2
Cc1nn(Cc2c(Cl)cccc2Cl)c(C)c1C(=O)NCc1ccc(C)n1C	-13	5%	nt	-1%	4%	?	-1
Cn1cc(Br)c(C(=O)N/N=C/c2cc3ccccc3nc2Cl)n1	50*	-4%	60%[activator]	46%[activator]	-9%	?	15*
O=C(N/N=C/c1ccccn1)c1cc(-c2ccccc2)nc2ccccc12	26	-1%	?	78%[activator]	2%	13µM*	7
Nn1c(SCC(=O)NCCc2ccc(F)cc2)nnc1C1CCCCC1	nt	0%	?	2%	nt	?	nt
CC(C)C(=O)n1nc(-c2cccnc2)nc1NCc1ccc(F)cc1	-2	-1%	-1%	-2%	1%	55%[activator]	6
COc1cc(C(C)=O)ccc1Oc1cc(NN2CCCCC2)c([N+](=O)[O-])cc1[N+](=O)[O-]	-3	-7%	?	-1%	-3%	-20%	2

Single entries from the results shown.
Cc1ccc2c(c1)C(=O)CC1(CCCCCC1)O2 – Pf growth 96h: 80%[activator]
Cc1ccnc(NC(=O)c2ccc(Br)s2)c1 – Pf growth 96h: 227%[activator]
CC(C)C(=O)n1nc(-c2cccnc2)nc1NCc1ccc(F)cc1 – Shiga inhibitor: -2

The list goes on.
SMILES	Shiga inhibitor	TbPYK inhibitor	Pf growth 48h	AMA1-RON2 inh	LmPK inh	Pf growth 96h	CHX counter
COc1cccc(-c2nnc3sc(-c4cccs4)nn23)c1	29	-5%	12%	0%	6%	?	19
O=C(Nc1sc2c(c1C(=O)O)CCC2)c1ccco1	32	-6%	nt	10%	-9%	18%	6
COc1cc(NC(=O)CSCC(=O)Nc2cc(OC)cc(OC)c2)cc(OC)c1	-4	-4%	0%	-12%	0%	54%[activator]	-2
NS(=O)(=O)c1ccc(CNC(=O)Cc2ccc(S(=O)(=O)N3CCOCC3)s2)cc1	nt	1%	3%	-2%	nt	-2%	nt
CCOC(=O)/C=C/S(=O)(=O)c1ccc(NC(C)=O)cc1	30	5%	-29%	-10%	-1%	nt	18
CC1CCN(C(=O)c2ccc(Br)c(S(=O)(=O)N3CCOCC3)c2)CC1	-3	-8%	-9%	-19%	-4%	8%	-1
CCOC(=O)C1(Cc2ccccc2C(F)(F)F)CCN(C(C)COC)CC1 (centres undefined)	-4	-1%	-4%	8%	6%	?	1
CC(=O)NCc1ccc(S(=O)(=O)N2CCN(S(=O)(=O)c3ccc4ccccc4c3)CC2)cc1	nt	0%	5%	12%	nt	0%	nt
Cc1ccc(Cl)cc1N1CCN(C(=O)CCCn2c(=O)c3cccn3c3cccnc32)CC1	8	2%	?	0%	0%	?	6
Cc1ccc(NC(=O)NN(C)c2c(Cl)c(Cl)nn2C)cc1	-5	-3%	-1%	3%	8%	-3%	2
COc1cc2c(cc1OC)CN(C(=O)c1sccc1C)CC2	12	-3%	33%[activator]	8%	-2%	2%	-2
CCOc1ccc(C(=O)NC(=S)Nc2ccc(N3CCC(C)CC3)cc2)cc1[N+](=O)[O-]	10	2%	-13%	13%	4%	118%[activator]	-2
CC(C)c1nc2ccc(NC(=O)C34CC5CC(CC(C5)C3)C4)cc2[nH]1	48	4%	nt	-5%	3%	?	20*
CC(=O)Nc1ccc(C(=O)NNC(=O)c2cccs2)cc1	-12	1%	33%[activator]	0%	-1%	?	8
O=C(CS(=O)(=O)c1c[nH]c2ccccc12)Nc1ccc(F)cc1	-6	-4%	18%	-10%	-4%	0%	-2
COc1ccc(/C=C/C(=O)N(Cc2ccccc2)c2ccccn2)cc1OC	43	3%	?	0%	0%	-13%	11
Cc1nn(Cc2ccccc2)c(C)c1N	-1	4%	-6%	-5%	-7%	-15%	-2
Cc1ccc(SCC(=O)NC(C)(C)C)cc1	133*	4%	66%[activator]	1%	0%	nt	28*
COCCOC(=O)C1=C(C)NC(=O)NC1c1c(Cl)nc2c(C)cccn2c1=O (centres undefined)	-4	nt	12%	nt	1%	?	-1
C(=N\N1CCN(C2c3ccccc3-c3ccccc32)CC1)/c1cccs1	-10	3%	-19%	-11%	3%	53%[activator]	-3
O=C(N/N=C/c1cccc([N+](=O)[O-])c1)C1CC(=O)N(c2ccc(Br)cc2)C1 (centres undefined)	-8	-3%	23%	8%	2%	?	1
Nc1nnc(N2CCCCC2)s1	10	-10%	?	-3%	-2%	-13%	-4
CCC(CC)C(=O)N1CCN(Cc2ccc3c(c2)OCO3)CC1	-12	3%	nt	0%	-1%	1%	-3
CCOc1ccccc1NC(=O)NC1(C(=O)N2CCOCC2)CCCCC1	10	-4%	4%	-3%	-3%	?	-2
COc1ccccc1Cn1[nH]nnc1=S	-9	?	82%[activator]	8%	10%	9%	-2

Compound profiles (already shown). Values in the order: Shiga inhibitor | TbPYK inhibitor | Pf growth 48h | AMA1-RON2 inh | LmPK inh | Pf growth 96h | CHX counter
COc1ccc(N2C(=O)C3CC(C)=C(C)CC3C2=O)c(OC)c1 (centres undefined) is entered as -9 | -1% | nt | 4% | -3% | 22% | -3
CN(CC(=O)Nc1ccccc1C(F)(F)F)C(=O)c1cccc(-n2cccc2)c1 is entered as nt | -12% | -4% | ? | nt | -1% | nt
Cc1nn(Cc2c(Cl)cccc2Cl)c(C)c1C(=O)NCc1ccc(C)n1C is entered as -13 | 5% | nt | -1% | 4% | ? | -1
O=C(Nc1sc2c(c1C(=O)O)CCC2)c1ccco1 is entered as 32 | -6% | nt | 10% | -9% | 18% | 6
CCOc1ccc(C(=O)NC(=S)Nc2ccc(N3CCC(C)CC3)cc2)cc1[N+](=O)[O-] is entered as 10 | 2% | -13% | 13% | 4% | 118%[activator] | -2

Reprinted at random: 2 compounds from above
SMILES	Shiga inhibitor	TbPYK inhibitor	Pf growth 48h	AMA1-RON2 inh	LmPK inh	Pf growth 96h	CHX counter
O=C(Nc1sc2c(c1C(=O)O)CCC2)c1ccco1	32	-6%	nt	10%	-9%	18%	6
C(=N\N1CCN(C2c3ccccc3-c3ccccc32)CC1)/c1cccs1	-10	3%	-19%	-11%	3%	53%[activator]	-3

(next part)
SMILES	Shiga inhibitor	TbPYK inhibitor	Pf growth 48h	AMA1-RON2 inh	LmPK inh	Pf growth 96h	CHX counter
CCCCc1nc(NCCNC(=O)c2ccccc2)c(C#N)c2c1CSC(C)(C)C2	-9	5%	nt	-4%	3%	2.3µM*	-6
CC(NC(=O)c1cccs1)C(S)c1ccccc1 (centres undefined)	3	33%	-11%	21%	-7%	?	1
O=S(=O)(NCc1csc(-c2cccs2)n1)c1ccc(Cl)cc1	-20	-1%	1%	-8%	-2%	7%	-3
COc1ccccc1NC(=O)COC(=O)c1ccccn1	-13	-3%	2%	26%	4%	-6%	-5
O=C(COc1cccc(F)c1)N[C@@H](Cc1ccccc1)c1nc2ccccc2[nH]1	-13	-3%	-14%	8%	1%	-30%	4
COc1ccc(OCCN2CCN(S(=O)(=O)c3ccccc3C(F)(F)F)CC2)cc1	nt	-5%	?	-6%	nt	?	nt
COc1ccc(CN(C(=O)c2cccs2)c2ccccc2)cc1	1	2%	-23%	-7%	3%	56%[activator]	12
Cc1cc2ncn(C(=O)c3ccc(F)cc3)c2cc1C	1	-3%	24%	-9%	-4%	33%[activator]	-1
CCN1CCN(c2ccc(S(=O)(=O)N3CCCCC3)cc2NC(=O)Cc2ccccc2F)CC1	nt	1%	?	-19%	nt	?	nt
O=C(C1=C[C@@H](c2coc3ccccc3c2=O)C[C@@H](OCCCCO)O1)N1CCOCC1	13	1%	?	-1%	3%	?	7

3 entries from above, arranged by formula weight, largest number first:
SMILES	Shiga inhibitor	TbPYK inhibitor	Pf growth 48h	AMA1-RON2 inh	LmPK inh	Pf growth 96h	CHX counter
O=C(C1=C[C@@H](c2coc3ccccc3c2=O)C[C@@H](OCCCCO)O1)N1CCOCC1	13	1%	?	-1%	3%	?	7
O=S(=O)(NCc1csc(-c2cccs2)n1)c1ccc(Cl)cc1	-20	-1%	1%	-8%	-2%	7%	-3
COc1ccccc1NC(=O)COC(=O)c1ccccn1	-13	-3%	2%	26%	4%	-6%	-5

An unsorted share of the library; 21% or so of the library scored in one or more.
